TDP1 block – blocks human tyrosyl-DNA phosphodiesterase 1 | recombinant TDP1, AlphaScreen DNA substrate cleavage | Potency, µM (series often up to 130 µM), for inactives: at the top dose activity change, negative = inhibition, actives largely listed as inhibitors | 350,000 tested, 0.28% active; note: nearly all actives have a fitted effect of over 40% in size
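Enzyme-compound mixtures sat 15 min at room temperature, followed by a 5 min reaction with 15 nM final substrate and 10 min with AlphaScreen beads. Recombinant human Tdp1 was used at 1 nM final.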
TDP1 cell noCPT – qHTS for Inhibitors of human tyrosyl-DNA phosphodiesterase 1 (TDP1): qHTS in cells in absence of CPT. 420,000 tested, 15% active. Potency, µM (titrated, usually from 46.2 µM), for the others: at the top dose activity change, negative = growth inhibition, hits mostly inhibitors. DT40 Tdp1-/- hTDP1 cells, no CPT, ATP luminescence, 48 h; note: nearly all actives have a fitted effect of over 55% in size
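Readout: luminescence from CellTiter-Glo after 30 min in the dark at RT. Cells: DT40 Tdp1-/- with stable hTDP1, 400/well. Exposure: compounds alone, ≥48 hr, 37 °C.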
GCN5L2 inh – GCN5L2 (KAT2A) acetyltransferase inhibition. Potency, µM (doses to about 58.9 µM), for the others: top-dose activity change, negative = inhibition, usual class: inhibitors. 390,000 tested, 0.21% active. GCN5L2 HAT assay, ThioGlo1 CoA-SH fluorescence. AID 504327. Q92830
Target sequence (Q92830 whole entry, looked up): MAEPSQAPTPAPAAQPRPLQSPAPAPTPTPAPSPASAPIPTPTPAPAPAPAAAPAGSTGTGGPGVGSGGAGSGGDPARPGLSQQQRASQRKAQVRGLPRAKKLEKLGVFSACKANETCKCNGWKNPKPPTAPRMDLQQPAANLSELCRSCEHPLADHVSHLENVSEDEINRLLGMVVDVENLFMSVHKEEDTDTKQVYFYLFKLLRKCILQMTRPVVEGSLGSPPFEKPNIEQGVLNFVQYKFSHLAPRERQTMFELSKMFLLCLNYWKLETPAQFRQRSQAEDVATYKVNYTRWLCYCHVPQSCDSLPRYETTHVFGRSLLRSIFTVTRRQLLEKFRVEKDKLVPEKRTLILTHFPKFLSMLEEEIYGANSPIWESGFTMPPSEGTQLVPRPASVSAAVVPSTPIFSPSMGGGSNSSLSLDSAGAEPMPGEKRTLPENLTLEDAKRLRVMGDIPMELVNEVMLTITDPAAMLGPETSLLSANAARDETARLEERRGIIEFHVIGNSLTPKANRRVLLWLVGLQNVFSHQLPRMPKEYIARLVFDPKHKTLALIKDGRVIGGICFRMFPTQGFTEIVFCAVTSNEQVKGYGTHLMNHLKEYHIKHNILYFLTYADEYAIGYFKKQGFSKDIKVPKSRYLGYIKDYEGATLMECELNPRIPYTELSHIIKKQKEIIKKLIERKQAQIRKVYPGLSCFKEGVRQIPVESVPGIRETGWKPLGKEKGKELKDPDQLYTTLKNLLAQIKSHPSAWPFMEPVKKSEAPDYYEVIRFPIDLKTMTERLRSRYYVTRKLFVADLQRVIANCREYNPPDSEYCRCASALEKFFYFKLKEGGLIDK
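GCN5L2 (20 nM) in 50mM HEPES pH 7.5, 0.1mM EDTA, 0.01% Tween-20 preincubated 15 min with compounds at room temperature. Reaction started with H3(1-25) 75uM, acetyl-CoA 70uM, ThioGlo1 50uM; CoA-thiol fluorescence (Ex340/Em540) read at 0 and 20 min.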
* = called active by the depositor; ? = inconclusive; · = not tested or not shown; [ ] = dose if it differs, or a comment. Calls come from the whole dose curve; as a rule, active = well fitted curve in the direction sought with a large enough effect; inconclusive = small, poorly fitted or top-dose-only effect, or another doubt; inactive = no such curve, though single readings can be large; an effect the other way counts as inactive or inconclusive. % is set by controls: 0 for no effect and ±100 for the full control effect; potency is the fitted concentration of half-maximal effect. Not all compounds are listed; the hit share may differ from the screen's.

Each structure is followed by: TDP1 block, TDP1 cell noCPT, GCN5L2 inh
O=C(NC1CCCC1)c1cc(COc2ccc3ncccc3c2)on1
    4.8%, 2.06µM*, -3.2%
Cc1ccnc(NCn2nnc3ccccc32)c1
    -1.0%, ?, 0.9%
COc1cc2c(cc1OC)CN(C(=O)CSc1ccccc1C)CC2
    -2.2%, ?, -4.4%
COc1ccc(OC)c(N/C(C)=C/C(=O)c2ccncc2)c1
    8.4%, ?, -14.8%
O=C(Cc1ccc([N+](=O)[O-])cc1)Nc1cccc(C(F)(F)F)c1
    3.2%, ?, -12.4%
CCc1c(C)nc(N2CCN(c3ccccc3F)CC2)[nH]c1=O
    ·, 23.1µM*, -1.8%
COc1ccccc1CNC(=O)C(=O)c1cn(CC(=O)N2CCCC2)c2ccccc12
    4.1%, -21.3%, -2.9%
CCCCCCC(C)n1cc(C(C)=O)c(=O)[nH]c1=O (stereo unspecified)
    3.0%, -22.6%, -3.6%
O=C(O)c1cccnc1SCc1cccc(Br)c1
    ·, -4.0%, -6.3%
COc1cccc(CN2CC(C(=O)N3CCOCC3)CCC2=O)c1 (stereo unspecified)
    3.6%, 19.9%, -0.6%

Going on with the list:
Each structure is followed by: TDP1 block, TDP1 cell noCPT, GCN5L2 inh
Cc1c(Nc2nc(-c3ccc(Cl)cc3)cs2)c(=O)n(-c2ccccc2)n1C
    -0.6%, 10.3µM*, 4.2%
CC(C)(C)C1CCC(C(=O)NCCc2ccc(S(N)(=O)=O)cc2)CC1 (stereo unspecified)
    -13.6%[0.0935 µM], ?, 4.8%
CC(C)(C)SCCSC1=CC(=O)CC(c2ccccc2)C1 (stereo unspecified)
    ·, ?, -4.6%
COc1ccccc1NC(=S)NCCc1ccc(S(N)(=O)=O)cc1
    2.4%, 0.1%, 3.9%
COC(=O)c1ccccc1NC(=O)COC(=O)c1ccco1
    -10.4%, -5.5%, -12.1%
O=C(NCc1cccc(C(F)(F)F)c1)C1CC(c2ccc(C(F)(F)F)cc2)=NO1 (stereo unspecified)
    2.4%, ?, 19.2%
COc1cc(C(=O)OCC(=O)Nc2cc(C)on2)ccc1OCc1ccccc1Cl
    0.0%, ?, -3.1%
CCN(C[C@H]1N[C@@](Cc2ccccc2)(C(=O)OC)[C@H]2C(=O)N(C)C(=O)[C@@H]12)C(=O)COc1ccccc1
    1.7%, -16.3%, -5.3%
COc1ccccc1-c1nccc(NCc2cnc(C)cn2)n1
    ·, -1.8%, -0.2%
COc1cccc(N2C(=O)C3CCCN3C2c2ccc(N(C)C)cc2)c1 (stereo unspecified)
    2.5%, -9.3%, -17.7%

A different layout for some results above:
structure	TDP1 block	TDP1 cell noCPT	GCN5L2 inh
CCc1c(C)nc(N2CCN(c3ccccc3F)CC2)[nH]c1=O	·	23.1µM*	-1.8%
COc1cc(C(=O)OCC(=O)Nc2cc(C)on2)ccc1OCc1ccccc1Cl	0.0%	?	-3.1%
COc1cccc(CN2CC(C(=O)N3CCOCC3)CCC2=O)c1 (stereo unspecified)	3.6%	19.9%	-0.6%
O=C(NC1CCCC1)c1cc(COc2ccc3ncccc3c2)on1	4.8%	2.06µM*	-3.2%
O=C(NCc1cccc(C(F)(F)F)c1)C1CC(c2ccc(C(F)(F)F)cc2)=NO1 (stereo unspecified)	2.4%	?	19.2%
O=C(Cc1ccc([N+](=O)[O-])cc1)Nc1cccc(C(F)(F)F)c1	3.2%	?	-12.4%
Cc1c(Nc2nc(-c3ccc(Cl)cc3)cs2)c(=O)n(-c2ccccc2)n1C	-0.6%	10.3µM*	4.2%

(list continues)
Each structure is followed by: TDP1 block, TDP1 cell noCPT, GCN5L2 inh
O=C(Nc1ccccc1Cl)OCc1cncs1
    2.5%, 1.9%, -11.0%
CCn1c(C)c(C)c2cc(C(=O)NCc3ccc(OC)cc3OC)ccc21
    7.9%, 14.6µM*, -27.8%
CCOC(=O)c1[nH]c2c(c1Cc1ccccc1)C(=O)CC(c1ccc(C(C)(C)C)cc1)C2 (stereo unspecified)
    2.5%, ?, -16.5%
COCCNCC(=O)N1c2ccccc2Sc2ccccc21
    2.9%, -17.3%, -4.6%
Cc1ccccc1NC1=C(C(=O)c2ccccc2)N(C)S(=O)(=O)c2ccccc21
    5.9%, ?, -21.4%
O=C(CP(=O)(c1ccccc1)c1ccccc1)Nc1cccc(CP(=O)(c2ccccc2)c2ccccc2)c1
    6.0%, 23.1µM*, -3.2%
O=C1c2cccnc2C(O)N1C1CCCCC1 (stereo unspecified)
    -1.1%, -1.8%, -1.7%
Cc1cccc(NC(=O)CSc2nc3ccc(NC(=O)CCc4ccccc4)cc3s2)c1
    -3.6%, ?, -8.4%
CCn1ccnc1CN(C)Cc1c(C(=O)N2CCCCCCC2)nc2ccc(Cl)cn12
    4.0%, ?, -6.3%
CC(C)(C)c1ccc(C(=O)NNc2ccc(F)cc2F)cc1
    ·, -18.9%, -0.8%

New compounds follow:
Each structure is followed by: TDP1 block, TDP1 cell noCPT, GCN5L2 inh
Cn1c(-c2c(N)n(CCCc3ccccc3)c3nc4ccccc4nc23)nc2ccccc21
    -1.9%, ?, -6.6%
COc1cc(C(C#N)N2CCC(c3ccccc3)=N2)ccc1O (stereo unspecified)
    ·, -28.2%, -6.6%
O=C(Nc1cccc2cccnc12)c1ccc(Cl)cc1Cl
    ·, -24.5%, 1.8%
COc1nc(OCCNC(C)=O)nc(N(C)C)n1
    2.9%, -4.5%, 13.2%
O=c1[nH]c2ccccc2n1C1CCCCC1
    3.4%, -2.8%, -2.7%
C#Cc1ccc([C@@H]2C=C(C(=O)N3CCN(Cc4ccccc4)CC3)O[C@H](OCC)[C@H]2CCCO)cc1
    2.6%, 23.1µM*, 2.1%
COc1ccccc1NC(=O)c1cc2n(n1)C(C(F)(F)F)CC(c1ccc3c(c1)OCO3)N2 (stereo unspecified)
    3.4%, 18.4µM*, -14.8%
CCn1c(SCC(=O)c2ccc3c(c2)OCCO3)nnc1C(C)C
    -5.1%, 4.4%, -1.3%
O=C(/C=C/c1ccccc1Cl)c1ccc[nH]1
    1.3%, ?, -7.6%
O=C(O)c1cc2n(n1)CCN(Cc1ccccc1Cl)C2=O
    -10.0%, -1.4%, -6.8%

Following part:
Each structure is followed by: TDP1 block, TDP1 cell noCPT, GCN5L2 inh
O=C1N(Cc2cccc(Cl)c2)C[C@@H]2C[C@@H](c3cccn3-c3nccs3)N3CCC[C@@]123
    0.0%, 16.4µM*, -12.7%
COc1ccc(/C=N/OCC(=O)NC(c2ccccc2)c2ccccc2)cc1OC
    -2.8%, 6.51µM*, 0.3%
O=C(O)c1ccc2c(c1)C(=O)N(CCCCCCCN1C(=O)c3ccc(C(=O)O)cc3C1=O)C2=O
    ·, 3.0%, -23.3%
CC(OC(=O)CCc1nc2ccccc2c(=O)[nH]1)C(=O)NC1CCCC1 (stereo unspecified)
    5.5%, -20.7%, -5.2%
Cc1nnn(C23CC4CC(CC(C(=O)NN)(C4)C2)C3)n1
    6.3%, 1.2%, 0.2%
O=C(/C=C/c1ccc(S(=O)(=O)N2CCOCC2)cc1)N1CCN(c2ccc(F)cc2)CC1
    0.0%, 3.66µM*, -5.3%
O=C(Nc1ccccc1F)c1ccc2ncsc2c1
    ·, -23.9%, -7.6%
O=C(CSCc1ccccc1Cl)N1CCN(c2ccc(Cl)cc2)CC1
    2.6%, ?, -2.1%
Cc1ccc(NC(=O)CSc2nnc(NC(=O)CN3CCOCC3)s2)cc1
    3.3%, 0.2%, 4.3%
COc1ccc2oc(=N)c(C(=O)Nc3cccc(C)c3C)cc2c1
    ·, -2.1%, -14.2%

The list goes on.
Each structure is followed by: TDP1 block, TDP1 cell noCPT, GCN5L2 inh
CCOc1ccc(-c2nonc2NC(=O)COc2ccc(C)c(C)c2)cc1OCC
    3.7%, -17.1%, -4.4%
N#CCSc1nnc(-c2cnccn2)n1Cc1ccccc1
    -3.3%, -19.4%, 1.5%
COc1ccccc1/C=C/C(=O)OCC(=O)Nc1nnc(-c2ccccc2)o1
    0.8%, -20.1%, -11.3%
CCOc1cccc(C2c3[nH]c4ccccc4c3CCN2C(=O)c2ccccc2F)c1 (stereo unspecified)
    8.1%, 16.4µM*, -20.4%
COc1ccc(N(CC(=O)NCc2ccco2)S(C)(=O)=O)c(OC)c1
    0.0%, -7.4%, -9.8%
Cc1cccc(NC(=O)c2ccc(S(=O)(=O)NCc3cccnc3)cc2)c1C
    ·, ?, -2.8%
O=C(NCc1ccccc1)c1cccn1-c1nnc(N2CCCC2)s1
    2.6%, ?, -2.3%
C=CCN1C(=O)C(CC(=O)O)SC1=Nc1ccc(C(=O)O)cc1 (stereo unspecified)
    7.7%, -0.4%, -8.2%
COC(=O)C1=C(C)N(CC2CCCO2)C(=O)C1 (stereo unspecified)
    2.1%, -23.9%, -1.3%
Cc1cccc(C)c1NC(=O)CNC(=O)CNC(=O)Cc1cccc2ccccc12
    -0.1%, 0.8%, 4.0%

Copied from above (3 entries):
Each structure is followed by: TDP1 block, TDP1 cell noCPT, GCN5L2 inh
C=CCN1C(=O)C(CC(=O)O)SC1=Nc1ccc(C(=O)O)cc1 (stereo unspecified)
    7.7%, -0.4%, -8.2%
COC(=O)C1=C(C)N(CC2CCCO2)C(=O)C1 (stereo unspecified)
    2.1%, -23.9%, -1.3%
Cc1cccc(C)c1NC(=O)CNC(=O)CNC(=O)Cc1cccc2ccccc12
    -0.1%, 0.8%, 4.0%

(list continues)
Each structure is followed by: TDP1 block, TDP1 cell noCPT, GCN5L2 inh
Cc1cc(NCc2ccc(F)cc2)nc2cc(Cl)ccc12
    -3.5%, -10.6%, -6.2%
Cc1ccsc1S(=O)(=O)N1CCC(CO)(CC2CCCCO2)CC1 (stereo unspecified)
    1.2%, 7.4%, -1.8%
CNc1nnc(SCC(=O)N2c3ccccc3NC(=O)CC2C)s1 (stereo unspecified)
    -0.5%, 18.3%, -2.8%
COc1ccccc1/C=N/NC(=O)c1ccc(N(C)S(=O)(=O)c2ccccc2)cc1
    2.7%, -15.2%, -10.8%
CC(C)c1nnc(NC(=O)C2CCN(c3cnccn3)CC2)s1
    0.0%, -10.1%, -2.3%
COc1ccc(C(CNC(=O)c2cc3c(s2)CCCC3)N2CCOCC2)cc1 (stereo unspecified)
    6.5%, 0.6%, ?
COCc1cc(C)n(CC(=O)Nc2ccccc2C(=O)OC)c(=O)c1C#N
    1.0%, 6.9%, -2.4%
CCc1cc2ccc(OC)cc2nc1SCC(=O)NNC(C)=O
    3.5%, -16.0%, 2.0%
O=S(=O)(Nc1ccon1)c1ccc(Br)cc1
    5.0%, 0.8%, ?
O=C(CCC(=O)N(CC(=O)NC1CCCCC1)c1ccc2c(c1)OCCO2)Nc1ccccn1
    0.0%, ·, -0.4%

The results go on.
Each structure is followed by: TDP1 block, TDP1 cell noCPT, GCN5L2 inh
O=C(NNc1cc(N2CCOCC2)nc(N2CCOCC2)n1)C12CC3CC(CC(C3)C1)C2
    1.1%, -9.5%, -3.5%
O=C(NC1CC1)C1=C[C@H](c2ccccc2)C[C@H](OCc2ccc(CO)cc2)O1
    5.1%, ?, 6.4%
Cc1ccc(S(=O)(=O)N2CCOCC2)cc1C(=O)OC1CCCCC1=O (stereo unspecified)
    -2.7%, -18.6%, -5.3%
CCOC(=O)C1CCN(c2ccc([N+](=O)[O-])cc2)CC1
    -5.1%, -0.7%, -2.5%
CC(=O)/C=C(\C)N=Nc1c(O)[nH]c2ccccc12
    9.6%, -4.0%, -5.1%
CC(C(=O)Nc1cc(C(F)(F)F)ccc1N1CCOCC1)N1C(=O)C2CC=CCC2C1=O (stereo unspecified)
    -3.0%, -12.9%, -0.6%
COc1ccc(NS(=O)(=O)c2cccc(C(=O)N(C)Cc3ccc(SC)cc3)c2)cc1
    ·, ?, -11.0%
O=C(Nc1ccc(C(F)(F)F)cc1)C1CCC(CNS(=O)(=O)c2cccc3nsnc23)CC1 (stereo unspecified)
    6.9%, ?, -13.0%
CSc1ccccc1OCc1cc(C(=O)N2CCC(Oc3cccnc3)CC2)no1
    6.1%, ·, -12.7%
Cc1cc([N+](=O)[O-])cnc1NC(C)c1ccccc1 (stereo unspecified)
    1.0%, -13.8%, -9.6%

Screens as filed in PubChem BioAssay.
